# High-throughput results: PubChem, several laboratories
# RTF Ca sens inh = cardiac RTF calcium desensitization | P19429+P45379 | IANBD-labeled cardiac RTF, Ca2+ fluorescence | inhibition, % at 7.15 µM | 0.12% of 340,000 active;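 active = inhibition above the mean inhibition of all tested compounds plus 3 SD, cut at about 17% in these data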;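 note: assay run at fixed EC70 calcium of 1.6 mM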
# Keap1-Nrf2 PPI = inhibitors of human Keap1-Nrf2 protein-protein interaction. Q14145. Keap1 Kelch-Nrf2 peptide fluorescence polarization, 1536-well. inhibition, % at 9.4 µM. 0.15% of 340,000 active; in the data active = inhibition above about 12%;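 note: human Keap1 Kelch domain with fluorescein labeled Nrf2 9mer peptide probe; 0% = neutral control wells and 100% = peptide positive control; higher means more block of Keap1 binding to Nrf2 peptide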
# Target sequence (Q14145 whole entry, looked up, the tested form may be a part): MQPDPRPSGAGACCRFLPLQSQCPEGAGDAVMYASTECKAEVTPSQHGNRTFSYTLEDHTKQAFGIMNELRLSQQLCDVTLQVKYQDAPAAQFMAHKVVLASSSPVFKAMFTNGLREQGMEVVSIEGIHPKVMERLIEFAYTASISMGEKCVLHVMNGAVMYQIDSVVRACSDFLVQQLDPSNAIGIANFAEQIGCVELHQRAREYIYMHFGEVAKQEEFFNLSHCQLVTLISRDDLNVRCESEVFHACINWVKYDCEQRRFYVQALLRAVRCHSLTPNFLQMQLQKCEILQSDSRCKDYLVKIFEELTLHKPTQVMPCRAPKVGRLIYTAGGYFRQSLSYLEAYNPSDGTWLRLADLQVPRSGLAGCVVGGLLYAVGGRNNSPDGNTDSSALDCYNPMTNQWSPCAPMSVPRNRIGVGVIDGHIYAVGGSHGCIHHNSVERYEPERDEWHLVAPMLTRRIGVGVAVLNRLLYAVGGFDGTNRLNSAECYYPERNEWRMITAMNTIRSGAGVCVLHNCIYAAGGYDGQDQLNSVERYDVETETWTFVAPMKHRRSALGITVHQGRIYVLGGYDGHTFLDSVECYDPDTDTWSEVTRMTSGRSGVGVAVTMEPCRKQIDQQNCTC
# RTF Ca sens act = cardiac RTF calcium sensitization; IANBD-labeled TnC RTF fluorescence at EC20 calcium; 0% EC20 calcium, 100% full calcium; activation, % at 7.2 µM; 0.24% of 340,000 active; AID 493008;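 active = activation above the mean over all tested compounds plus 3 SD, cut at about 30% in these data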;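 note: rise in fluorescence read as greater calcium sensitivity of cardiac thin filaments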
# DSG3 Ab inh = human desmoglein-3 autoantibody binding inhibition; binding (percent of control), % at 10 µM; P32926; DSG3-coupled beads, scFv-anti-DSG3-GFP binding, flow cytometry; stronger effect = lower value; 0.48% of 310,000 active;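 active = binding more than 3 SD below its plate's average and above zero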;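 note: hits lower antibody fragment binding to DSG3; some compounds called inactive have numbers as strong as hits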
# LANA DNA inh = blocks KSHV LANA C-terminal domain binding to DNA; 0.078% of 340,000 active; MBP-C-LANA/FAM-LBS DNA binding, fluorescence polarization; inhibition, % at 9 µM;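 active = highest replicate inhibition at or above 60% at 9 µM, even if other replicates fall short; inactive = all replicates below 60% inhibition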;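 note: 0% = neutral control wells and 100% = 4 µM acridine orange control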
# V-ATPase pH = alters yeast V-ATPase proton transport; 0.37% of 350,000 active; AID 504577; response, % at 10 µM; S. cerevisiae, pHLuorin cytosolic pH fluorescence; in the data active = response mostly above about 7.3%, no sharp cut-off; inactive = mostly below about 5.4%; note: actives read high; inactives centre near 0; some compounds called inactive have numbers as strong as hits; reference of the scale not given here
# OPRM1-OPRD1 ag = agonists of human mu-delta opioid receptor heterodimerization. AID 504326. 0.3% of 340,000 active. activation, % at 9.3 µM. cells, OPRM1-OPRD1 heterodimerization, luminescence; in the data active = activation above about 18%;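 note: 0% = vehicle-treated cells and 100% = reference agonist; values of inactives mirror those of a sister screen read the other way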
# Arrestin-AP2 inh = human beta-arrestin and AP2 interaction inhibition; inhibition, % at 10 µM; 0.31% of 340,000 active; FITC-arrestin peptide / GST-AP2 beads, flow cytometry; AP2 beta2 appendage carries R879A mutation;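 active = inhibition above a set limit, near 3 SD of compounds lacking own fluorescence, cut at about 54% in these data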;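 note: plate controls were DMSO wells for no effect and 5 µM unlabelled arrestin peptide for full effect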
#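 test system = AP2 appendage R879A on GSH beads | buffer or medium = PBS plus Tween 20 (0.05%) and BSA (0.1%) | incubation = 12 min plus 1 h, RT | detection = bead flow cytometry, FITC channel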
# Wnt act = activates Wnt/beta-catenin signaling in a reporter cell assay. activator, plate reader. activation, % at 9.35 µM. 1.2% of 300,000 active. AID 743398; in the data active = activation above about 30%, passing the limit was not always enough;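 note: 0% = neutral control wells and 100% = positive control wells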
# OPRM1-OPRD1 inv = inverse agonist of human OPRM1-OPRD1 heterodimerization; P35372+P41143; cell-based MOR-DOR heterodimer luminescence, inverse agonism; inhibition, % at 9.3 µM; 0.21% of 340,000 active; AID 504357; in the data active = inhibition above about 22%, passing the limit was not always enough;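 note: 0% = cells with DMSO and 100% = wells without cells with DMSO; values of inactives mirror those of a sister screen read the other way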
# * hit, by the source's call; x = no result given.
# Codes: A = RTF Ca sens inh; B = Keap1-Nrf2 PPI; C = RTF Ca sens act; D = DSG3 Ab inh; E = LANA DNA inh; F = V-ATPase pH; G = OPRM1-OPRD1 ag; H = Arrestin-AP2 inh; I = Wnt act; J = OPRM1-OPRD1 inv
1) COc1ccccc1NC(=S)NC(=O)c1c(-c2ccccc2Cl)noc1C
  A: -1	B: 4	C: 7	D: 81	E: -1.4	F: 1	G: -1.1	H: -1	I: -2	J: 7
2) COc1ccc(C(=O)Nc2ccc(N3CCN(C)CC3)cc2)cc1[N+](=O)[O-]
  A: 10	B: -6	C: -3	D: 100	E: 0.6	F: -1	G: -2.1	H: -4	I: -3	J: 11
3) Cc1ccc(C(=O)Nc2nc3ccccc3c(=O)s2)cc1
  A: -2	B: -2	C: 2	D: 102	E: -1.5	F: -3	G: 6.4	H: 5	I: 12	J: -37
4) O/N=C/c1ccc(-c2ccccc2OC(F)(F)F)o1
  A: -3	B: 2	C: -5	D: x	E: 2.1	F: -3	G: 2.5	H: 17	I: 2	J: -12
5) CC(C)c1ccccc1NC(=O)COC(=O)CNC(=O)c1ccc(Br)cc1
  A: -18	B: -2	C: 6	D: 107	E: 1.2	F: 5	G: -1.4	H: 8	I: -2	J: 7
6) O=S(=O)(NCc1ccc2c(c1)OCO2)c1cnc[nH]1
  A: -5	B: -3	C: 3	D: 99	E: -0.2	F: 12	G: 0.4	H: 1	I: 4	J: -2
7) O=C(CN1CCN(C/C=C/c2ccccc2)CC1)NCc1ccc(Cl)cc1
  A: -5	B: -5	C: 0	D: 100	E: -0.7	F: -1	G: 2.5	H: 2	I: 1	J: -13
8) CCOc1ccccc1/C=C/c1nc2ccccc2[nH]c1=O
  A: -7	B: -8	C: 9	D: 105	E: -0.6	F: 1	G: 4.7	H: 6	I: 2	J: -23
9) O=Cc1cccn1-c1cccnc1
  A: 4	B: -4	C: -10	D: 85	E: -1.7	F: 2	G: -3.0	H: -11	I: 0	J: 20
10) O=C(CC12CC3CC(CC(C3)C1)C2)NCC(c1ccc(F)cc1)N1CCOCC1 (centres undefined)
  A: -2	B: 1	C: -2	D: 102	E: -0.5	F: -2	G: 1.5	H: 41	I: -2	J: -8
11) O=C(CSc1nnnn1C1CCCCC1)N1CCc2ccccc21
  A: -4	B: 4	C: 3	D: x	E: 0.3	F: -2	G: -2.4	H: -16	I: -1	J: 11
12) Cc1ccc(CNc2ccccc2C(=O)O)s1
  A: 4	B: -4	C: -6	D: 101	E: 1.9	F: 3	G: -2.2	H: 41	I: 0	J: 10
13) Cc1ccc(CN2CCN(Cc3cccc(-n4cccn4)c3)CC2CCO)cc1 (centres undefined)
  A: -8	B: -6	C: 6	D: 104	E: -1.2	F: -3	G: -1.7	H: 3	I: -1	J: 10
14) CCCc1ccc(Oc2cc(C)nc(N3CCOCC3)n2)cc1
  A: -2	B: 4	C: 0	D: 99	E: -0.1	F: 3	G: 0.7	H: 12	I: x	J: -3
15) CCOc1cc(-c2sc(Nc3cc(C)ccc3OC)n[n+]2-c2ccccc2)ccc1OC
  A: -1	B: -7	C: -5	D: 104	E: 0.5	F: -1	G: 3.1	H: 0	I: -4	J: -17
16) CC(C)NC(=S)N/N=C1\CCCCC1C1CCCCC1 (centres undefined)
  A: -2	B: -6	C: -6	D: 106	E: -1.1	F: -3	G: -0.5	H: 4	I: -3	J: 2
17) CCOc1cc(C2C(C(=O)c3ccc(C)o3)=C(O)C(=O)N2CCc2ccccc2)ccc1O (centres undefined)
  A: 0	B: -2	C: -6	D: 109	E: 0.4	F: 1	G: -2.9	H: 13	I: x	J: 15
18) Cc1cc(C)c2cc(C(=O)N3CCC(C(=O)c4ccc(F)cc4)CC3)[nH]c2c1
  A: -3	B: -7	C: 1	D: 104	E: -1.5	F: 7	G: 5.7	H: -7	I: -3	J: -29
19) CC(C)(C)NCCOc1ccc(Br)cc1
  A: -2	B: 2	C: -5	D: 103	E: -1.3	F: 0	G: -0.6	H: 4	I: x	J: 3
20) Cc1cc(NC(=O)CCN2C(=O)/C(=C\c3ccccc3Cl)SC2=S)no1
  A: -8	B: -2	C: 6	D: 62	E: 0.7	F: -3	G: -1.9	H: 17	I: -8	J: 10
21) N#Cc1c(C#N)c(-c2ccccc2)n(-c2ccccc2)c1N
  A: 0	B: 5	C: -4	D: 92	E: 2.2	F: 3	G: 0.1	H: -9	I: x	J: 0
22) CCCCn1c(N)c(N(Cc2ccccc2OC)C(=O)COc2cc(C)ccc2Cl)c(=O)[nH]c1=O
  A: -8	B: x	C: -12	D: 103	E: x	F: 0	G: 0.2	H: 6	I: -11	J: -1
23) COc1ccc(-n2nnnc2CNC(=O)C(=O)c2c[nH]c3ccccc23)cc1
  A: -12	B: 3	C: -10	D: 102	E: 0.0	F: -3	G: 0.7	H: 47	I: 2	J: -4
24) NC1=NC(=O)S/C1=C\c1ccc(F)cc1
  A: -23	B: -4	C: 10	D: 108	E: 0.3	F: 2	G: 4.0	H: -22	I: -1	J: -20
25) COc1cc(C2NC(=O)c3ccccc3O2)ccc1OC(C)C (centres undefined)
  A: -7	B: -2	C: -5	D: 104	E: 0.7	F: 4	G: -3.6	H: 9	I: 1	J: 18
26) COc1ccccc1-n1c(=S)[nH]c2c(sc(=S)n2-c2ccccc2C)c1=O
  A: 1	B: -4	C: -1	D: 117	E: -0.4	F: 1	G: -2.3	H: -7	I: -3	J: 11
27) Cn1c(CCCOc2ccc(Cl)cc2Cl)n[nH]c1=S
  A: 0	B: 1	C: 0	D: 71	E: 12	F: 0	G: -2.3	H: -10	I: 3	J: 10
28) O=C(NCCc1ccccc1)c1cnc2ccccc2n1
  A: -4	B: -3	C: -5	D: 101	E: -3.6	F: -5	G: -1.6	H: 18	I: 45*	J: 7
29) Cc1cccc(OCc2occc2C(=O)Nc2cccc(-n3cnnn3)c2)c1
  A: -4	B: 2	C: 0	D: 103	E: -2.5	F: -1	G: 3.6	H: -23	I: -4	J: -19
30) O=C(c1cnn2ccccc12)N1CCCc2ccccc21
  A: 0	B: 0	C: -2	D: 98	E: -1.7	F: 3	G: 0.0	H: 18	I: -2	J: 0
31) CCN1CCN(c2ccc(NC(=O)c3cc(S(=O)(=O)N4CCCC4)ccc3Cl)cc2)CC1
  A: -3	B: -2	C: -3	D: x	E: 0.4	F: 1	G: -2.6	H: 27	I: -3	J: 11
32) CCCCCn1c(=O)[nH]c2cc(C(=O)O)ccc2c1=O
  A: 2	B: -11	C: 1	D: 107	E: 0.2	F: -4	G: -1.3	H: -11	I: x	J: 7
33) CC(O)C1C(=O)OC2(C)CC(C)(C)NC(=S)N12 (centres undefined)
  A: -13	B: -2	C: 5	D: 105	E: -1.8	F: 4	G: -2.9	H: -1	I: 0	J: 15
34) CN1C(=O)CC(N2CCC(C(N)=O)(N3CCCCC3)CC2)C1=O (centres undefined)
  A: -2	B: -5	C: 4	D: x	E: 1.6	F: 3	G: -3.4	H: 3	I: x	J: 17
35) Clc1ccc2scc(CN3CCCCC3)c2c1
  A: 5	B: 1	C: -2	D: 85	E: -0.6	F: 0	G: -1.5	H: 26	I: -9	J: 7
36) CC(=O)Nc1ccc(NC(=O)C(C)Sc2nc3ccccc3c(=O)n2CC2CCCO2)cc1 (centres undefined)
  A: -10	B: -1	C: -5	D: 98	E: 1.1	F: 3	G: -1.4	H: -11	I: -2	J: 9
37) CCC(CC)CN1C(Nc2ccccc2)=NC[C@@H]1CC(C)C
  A: -8	B: 0	C: 2	D: 102	E: -0.3	F: -7	G: -2.4	H: 10	I: x	J: 13
38) Cc1cc(C)cc(OCC(=O)N2N=C(C(F)(F)F)CC2(O)C(C)(C)C)c1 (centres undefined)
  A: -8	B: 0	C: -4	D: 109	E: 1.0	F: -11	G: 12	H: 9	I: x	J: -52
39) O=C(Nc1nncs1)Oc1ccccc1
  A: -3	B: -1	C: 0	D: 78	E: 2.6	F: 1	G: -1.8	H: 45	I: -5	J: 10
40) NC(=O)c1c(NC(=S)Nc2ccccc2)sc2c1CCCC2
  A: -4	B: -3	C: -1	D: 100	E: -1.1	F: -4	G: 3.2	H: 52	I: 0	J: -16
41) O=C(CN1CCCCCC1)N1c2ccccc2Sc2ccccc21
  A: -5	B: 0	C: 5	D: 105	E: 1.5	F: -1	G: 0.5	H: -15	I: -2	J: -3
42) COc1ccc(C(=O)NCCSc2ccccc2)cc1OC
  A: -7	B: -1	C: -5	D: 77	E: 1.2	F: 0	G: -1.5	H: -16	I: 8	J: 8
43) CCOC(=O)CNS(=O)(=O)c1c(C)noc1C
  A: 0	B: 0	C: -4	D: 102	E: -0.8	F: 2	G: -4.1	H: 23	I: x	J: 18
44) Cc1cccc(CN2CCc3c([nH]c4ccccc34)C2)c1
  A: -8	B: -1	C: -6	D: 103	E: -0.5	F: 0	G: 0.7	H: 24	I: 0	J: -3
45) COC(=O)c1oc2ccc(Cl)cc2c1NC(C)=O
  A: 2	B: 3	C: 12	D: x	E: -2.7	F: -3	G: 3.0	H: 2	I: 1	J: -18
46) CCN(Cc1ccccc1)C(=O)Cc1ccc(OC)c(S(=O)(=O)N2CCOCC2)c1
  A: -13	B: -5	C: -3	D: 102	E: -0.9	F: -1	G: -3.5	H: -1	I: 1	J: 18
47) Cc1ccc(N(CCO)C(=S)Nc2ccccc2)cc1
  A: -8	B: 2	C: 4	D: 109	E: -1.2	F: -4	G: -1.2	H: 7	I: 0	J: 6
48) COc1ccccc1N1CCC(N2CCN(CC(C)(C)C)C(CCO)C2)CC1 (centres undefined)
  A: -4	B: -1	C: 0	D: 99	E: -0.8	F: -9	G: -1.1	H: 2	I: 1	J: 5
49) CC(C)(O)CC[C@@H](O)[C@](C)(O)[C@H]1CC[C@@]2(O)C3=CC(=O)[C@@H]4C[C@@H](O)[C@@H](O)C[C@]4(C)C3CC[C@]12C (some centres undefined)
  A: 2	B: 1	C: 3	D: 107	E: 1.3	F: 3	G: -1.4	H: 2	I: 0	J: 7
50) CC(=O)Oc1c(Cl)cc(N(C(C)=O)S(=O)(=O)c2ccccc2)c2ccccc12
  A: x	B: x	C: x	D: 104	E: x	F: -59	G: x	H: 5	I: 1	J: x

# (further entries)
# Codes: A = RTF Ca sens inh; B = Keap1-Nrf2 PPI; C = RTF Ca sens act; D = DSG3 Ab inh; E = LANA DNA inh; F = V-ATPase pH; G = OPRM1-OPRD1 ag; H = Arrestin-AP2 inh; I = Wnt act; J = OPRM1-OPRD1 inv
51) Cc1cccc(C(=O)OCC(=O)Nc2c(C)n(C)n(-c3ccccc3)c2=O)c1
  A: -2	B: -2	C: 2	D: 107	E: -2.3	F: 0	G: -2.5	H: -8	I: -3	J: 10
52) c1ccc(Sc2ccccc2CN2CCCC2)cc1
  A: x	B: x	C: x	D: 97	E: x	F: 1	G: x	H: -1	I: 3	J: x
53) O=C(CN1CC(c2ccccc2)CC1=O)OCc1ccccc1F (centres undefined)
  A: -13	B: -1	C: 3	D: 84	E: 1.7	F: -1	G: -1.0	H: 0	I: 13	J: 6
54) CCn1c(CC(=O)Nc2cccc(Cl)c2Cl)nnc1SCCOc1ccc(OC)cc1
  A: -2	B: -5	C: 5	D: 106	E: 0.3	F: -1	G: 2.5	H: 6	I: 0	J: -13
55) Fc1ccc(N2CCN(c3cnc4ccccc4n3)CC2)cc1
  A: -2	B: -1	C: 3	D: 89	E: 0.9	F: 1	G: 4.2	H: -3	I: 42*	J: -23
